BL2 CD40 inh – inhibitors of CD40-induced NF-kB signaling, primary screen, BL2 cells, luciferase reporter, single point; CD40L-induced, 4 h; 0.94% of 83,000 active; inhibition, % at 10 µM; AID 1053188, 2014;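 active = mean inhibition of at least 50% with a set share of replicates also reaching that level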;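 also: 0% = neutral control wells and 100% = IKK inhibitor VII at 50 µM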
An asterisk follows results filed as active; & = joins results of further samples; ! = a repeat was not active; [ ] = dose if it differs, or a comment. The list is partial, so the mix of outcomes need not match the whole.

Molecule	BL2 CD40 inh
COc1cc2ncnc(NCc3cccs3)c2cc1OC	0
CCc1[nH]nc(C(=O)NC2CCCN(Cc3ccccc3F)C2)c1C (stereo not given)	8
CCNC(=O)c1c(N)sc2c1CCCCC2	10
O=C(C[C@@H]1C[C@H]2c3cc(NC(=O)C4CCOCC4)ccc3O[C@H]2[C@H](CO)O1)NCc1ccc(Oc2ccccc2)cc1	6[25 µM]
CO[C@@H](CN(C)S(=O)(=O)c1ccc(C)cc1)[C@H](C)CN([C@H](C)CO)S(=O)(=O)c1cccc(Cl)c1	7[25 µM]
CC(=O)c1c[nH]c2ccc(C)cc2c1=O	10
O=c1c(Cc2ccccc2)c(O)nc2n1CCS2	14
COc1ccc(C(=O)Nc2ccccc2C(=O)NC(Cc2c[nH]c3ccccc23)C(=O)O)cc1 (stereo not given)	20
COc1ccccc1C=NN=C(NN=Cc1ccccc1OC)NN=Cc1ccccc1OC	1
NS(=O)(=O)c1cccc(NC(=O)COC(=O)c2ccc(S(=O)(=O)N3CCOCC3)cc2)c1	6
OC[C@H]1O[C@@H](n2cnc3c(Nc4ccccc4)ncnc32)[C@H](O)[C@@H]1O	-64
CN(CC(=O)NCc1ccc2c(c1)OCO2)S(=O)(=O)c1ccc(F)cc1	16
N#CCn1cnc2sc(-c3ccccc3)cc2c1=O	-50
NC1=CC(=O)C(=O)c2ccccc21	-12
O=S(=O)(c1ccccc1)N(F)S(=O)(=O)c1ccccc1	-7
COc1ccccc1C(=O)NCCC(=O)NCCC12CC3CC(CC(C3)C1)C2	4
COc1cc(/C=C/C(=O)OCC(=O)c2ccc(OC(F)F)cc2)ccc1O	6
Cc1ccccc1-c1ccccc1[C@H]1[C@@H](CO)N(C(=O)c2cccc(F)c2)[C@H]1C#N	1[25 µM]
COc1ccc(-c2nnc(OCc3ccccc3)c3ccccc23)cc1	12
O=C(Nc1cccc(S(=O)(=O)N2CCCCC2)c1)C1CC(=O)N(Cc2ccco2)C1 (stereo not given)	8
CC(C)NC(=O)N1CCCCN2[C@H](CO)[C@H](c3ccc(C#C[C@@H](C)O)cc3)[C@H]2C1	3[25 µM]
CC(=O)Nc1nonc1-c1nc2ccccc2n1CC1CC1	9
C[C@]12CCC3C(CC=C4C[C@@H](O)CC[C@@]43C)C1CCC2[C@]1(C)CCC(=O)O1 (stereo not given in full)	-7
CCn1c(SCC(=O)NCCCN2CCCC2=O)nnc1-c1cccc(C)c1	12
Nc1cc(=O)[nH]c(SCC(=O)Nc2cccc(S(=O)(=O)N3CCCCC3)c2)n1	2
CC(C)NC(=O)N(C)C[C@H]1Oc2ncccc2C(=O)N(C)C[C@@H]1C	9
Cc1cc(C(=O)Nc2ccc3c(c2)C(=O)N(C)[C@H]2CC[C@H](CC(=O)NCc4ccc(-c5ccccc5)cc4)O[C@H]2CO3)no1	14[25 µM]
O=C(CCNS(=O)(=O)c1ccccc1)Nc1ccccc1	8
Cc1ccc(S(=O)(=O)N2CCOCC2)cc1C(=O)Nc1ccccc1N1CCOCC1	-2
CC(C)NC(=O)Nc1ccc2c(c1)C(=O)N(C)C[C@H](C)[C@H](CN(C)C(=O)NC(C)C)O2	-4

Retrieved by structure from above (5):
Molecule	BL2 CD40 inh
O=C(Nc1cccc(S(=O)(=O)N2CCCCC2)c1)C1CC(=O)N(Cc2ccco2)C1 (stereo not given)	8
COc1ccccc1C(=O)NCCC(=O)NCCC12CC3CC(CC(C3)C1)C2	4
CC(C)NC(=O)N1CCCCN2[C@H](CO)[C@H](c3ccc(C#C[C@@H](C)O)cc3)[C@H]2C1	3[25 µM]
Cc1ccccc1-c1ccccc1[C@H]1[C@@H](CO)N(C(=O)c2cccc(F)c2)[C@H]1C#N	1[25 µM]
Nc1cc(=O)[nH]c(SCC(=O)Nc2cccc(S(=O)(=O)N3CCCCC3)c2)n1	2

Additional structures follow:
Molecule	BL2 CD40 inh
N#Cc1ccc(-c2ccc(C3[C@@H]4CN(C(=O)C5CC5)C[C@H]3N4)cc2)cc1 (stereo not given in full)	63*!
O=C(Cc1c[nH]c2ccccc12)Nc1ccccc1N1CCOCC1	7
COc1ccc(NC(=O)C2(C)Cc3c(-c4cccc(C(N)=O)c4)ccnc3O2)cn1 (stereo not given)	4
COCCN(CCOC)S(=O)(=O)c1ccc(OC)cc1	11
CN(c1ccccc1)S(=O)(=O)c1cccc(NS(=O)(=O)c2cccc(C(=O)O)c2)c1	6
COc1ccccc1CN1CC[C@@H]2[C@H](CO)Nc3ccc(-c4cccc(C(=O)N(C)C)c4)cc3[C@@H]21	-20[25 µM]
CN1CCN(C(=O)C[C@@H]2CC[C@H]3[C@@H](COc4ccc(NC(=O)c5cccs5)cc4C(=O)N3C)O2)CC1	-9[25 µM]
O=C(CN1CCN(c2ccccc2O)CC1)Nc1ccc(S(=O)(=O)N2CCCCCC2)cc1	18
COc1ccc(C(=O)N2C[C@H]3[C@@H](c4ccccc42)[C@@H](CO)N3Cc2ccc3c(c2)OCO3)cc1	8[25 µM]
CCOc1ccc2nc(Cl)sc2c1	15
COC(=O)c1ccccc1NC(=O)Cn1nc(C(F)(F)F)c2c1CCC2	12
NCCNC[C@@H]1COC2(CCCCCCCCCCC2)O1	1
Cc1ccccc1OCC(=O)NCC(=O)OCc1ccc(Br)cc1	9
O=C(N1CCCCC1)N1CCCN(C(=O)N2CCCCC2)CC1	14
O=C(c1ccccc1)N1CCC(c2nc3c(nnn3Cc3ccco3)c(=O)[nH]2)CC1	5
N#Cc1nc(-c2cccc3ccccc23)oc1NCCN1CCCCC1	-89
COc1ccc2c3c(n(C)c2c1)[C@H](CO)N(CC1CCCC1)CC31CN(C(=O)Nc2ccccc2)C1	7[25 µM]
CC(C)c1cc(N2CCN(C(=O)c3ccco3)CC2)n2c(nc3ccccc32)c1C#N	-9
Cc1cccc(NC(=O)c2ccccc2OCC(=O)N2CCOCC2)c1C	2
CC(C)(C)[S@](=O)N1Cc2cc(C(=O)NCc3ccncc3)nc(-c3cccc(-c4cccc(C#N)c4)c3)c2[C@@H]1CCO	-2
COc1ccccc1CNC(=O)CN1C(=O)CSc2ccc(S(=O)(=O)N3CCCC3)cc21	6
COc1cccc(NC(=O)N2CC(=O)N3[C@@H](CO)[C@@H](c4ccc(C#CC5CCCC5)cc4)[C@@H]3C2)c1	5
COc1ccc(CCNC(=S)N2CCN(S(=O)(=O)c3cccc(F)c3)CC2)cc1	-12
CC(=O)Nc1cccc(C(=O)OCC(=O)NCc2cc(C)c(O)c(C)c2)c1	-53
C/C=C/c1ccccc1[C@@H]1[C@@H](CO)N(C(=O)Cc2ccccn2)[C@H]1C#N	9[25 µM]
COC(=O)C[C@@H]1C[C@H]2c3cc(N)ccc3O[C@H]2[C@H](CO)O1	9[25 µM]
Cc1nnc2n1CCCCC2	15
O=C(CCC(=O)Nc1nnc(C2CCCCC2)s1)NCC1CCCO1 (stereo not given)	-7
Cc1cccc(-c2ccc(C3[C@H]4CNC[C@@H]3N4C(=O)Nc3ccc(F)cc3)cc2)c1 (stereo not given in full)	3&-19[25 µM]
CN1CCN2c3ccccc3CC(C#N)(C#N)C2C1 (stereo not given)	6
CCCCCCC1CCC(c2nc(-c3ccncc3)no2)CC1 (stereo not given)	9
CCCNC(=O)N1C[C@H]2[C@@H](c3ccccc31)[C@H](CO)N2CC1CCCCC1	1
CCC(=O)NNc1nc2c(C)c(C)ccc2s1	3
CCCN1[C@H](C(=O)OC)[C@@H](CO)[C@@H]2Cn3c(ccc(-c4ccc(OC)cc4)c3=O)[C@@H]21	3[25 µM]
COc1ccc(Oc2cc(C)c3ccccc3n2)cc1	-21
COc1ccc(C2c3[nH]c4ccccc4c3CCN2C(=O)c2cc3ncccn3n2)c(F)c1 (stereo not given)	-28
O=S(=O)(c1cccc2nsnc12)N1CCN(c2ncccn2)CC1	-1
O=C(Cc1cn2ccsc2n1)Nc1ccccc1Oc1ccccc1	10
CS(=O)(=O)Nc1ccc2c(c1)[C@@H]1C[C@@H](CC(=O)NC3CCCC3)O[C@@H](CO)[C@@H]1O2	1[25 µM]
COc1ccccc1CNC(=O)COC(=O)Cc1c[nH]c2ccccc12	8
CSc1ncccc1C(=O)NCc1nnc2ccccn12	8
CC(C)C1Oc2cc3oc(=O)ccc3cc2C1=O (stereo not given)	-21
O=C(C1CC1)N1CCCCN2[C@@H](CO)[C@@H](c3ccc(C#CC4CCCC4)cc3)[C@@H]2C1	4[25 µM]
O=C(Cc1cccnc1)N1CC(=O)N2[C@@H](CO)[C@H](c3ccc(C#CC4CCCCC4)cc3)[C@@H]2C1	7[25 µM]
CN1C(=O)c2cc(NC(=O)c3cscn3)ccc2OC[C@H]2O[C@H](CC(=O)NCc3ccc(Cl)c(Cl)c3)CC[C@H]21	14[25 µM]
CCCNC(=O)N1[C@@H](CO)[C@H](c2ccccc2)[C@@H]1CNC(=O)c1ccc(F)cc1	-59
Cc1ccc(OC(=O)N(C)C[C@@H]2OCc3cn(nn3)CCCC(=O)N([C@@H](C)CO)C[C@H]2C)cc1	0
C[C@@H](NC(=O)C[C@@H]1CC[C@@H]2[C@H](COc3ccc(NS(=O)(=O)c4ccc(Cl)cc4)cc3C(=O)N2C)O1)c1ccccc1	30[25 µM]
NC(=O)c1cccc(-c2cccc3nccn23)c1	-3
Cc1cc(C)nc(SCC(=O)NN=C2CCCC2)n1	19
Cc1ccccc1NC(=O)CNC(=O)N1CC(=O)Nc2ccccc21	1
CCC1CCCCN1C(=O)c1ccccc1OC1CCN(S(C)(=O)=O)CC1 (stereo not given)	9
CC(C)Cn1c(N)c(C(=O)CSc2nccn2C)c(=O)n(C)c1=O	-3
CCOC(=O)c1cnc2ccc(C(=O)OC)cc2c1Nc1ccc2c(c1)OCCO2	8
CC(C)=CC(=O)NCc1c(Cl)cccc1-n1cccc1	2
CS(=O)(=O)c1ccc(Cl)c(NC(=O)CN2CCN(C(=O)c3cccs3)CC2)c1	11
Cc1cccc(-c2ccc([C@@H]3[C@@H](CO)N4CCCCN(C(=O)c5ccncc5)C[C@H]34)cc2)c1	2[25 µM]
O=S(=O)(Nc1ccc(-c2nc3cccnc3s2)cc1)c1ccccc1F	-39
CCOc1ccccc1NC(=O)C(OC(=O)c1cnc(C)cn1)c1ccccc1 (stereo not given)	6
COc1cccc(CNC(=O)Cn2c(=O)c3cccn3c3ccccc32)c1	1

(list continues)
Molecule	BL2 CD40 inh
CC(C)NC(=O)c1cc2c(s1)CCCC2	6
Cc1c(C(=O)Nc2ccc(-n3cnnn3)cc2)oc2ccccc12	6
Cc1noc(C)c1S(=O)(=O)N(C)C[C@H]1Oc2ccc(NC(=O)Nc3ccccc3)cc2CC(=O)N([C@H](C)CO)C[C@H]1C	15
Cc1ccc(C(=O)CCC(=O)CCC(=O)O)cc1	6
C[C@@H]1CN([C@@H](C)CO)C(=O)c2cc(N(C)C)ccc2O[C@@H](C)CCCCO[C@H]1CN(C)S(=O)(=O)c1cn(C)cn1	-3[25 µM]
CCN1CCN(c2c(C(=O)c3ccc(OC)cc3)cnc3ccccc23)CC1	6
Cc1ccc(C(=O)NNC(=S)Nc2cccc(Cl)c2Cl)cc1[N+](=O)[O-]	8
CNC[C@H]1OCc2ccccc2-c2ccccc2C(=O)N([C@@H](C)CO)C[C@H]1C	0[25 µM]
C[C@H](CO)N1C[C@H](C)[C@@H](CN(C)S(=O)(=O)c2ccccc2)Oc2ccc(NC(=O)Nc3ccccc3)cc2C1=O	1
CC(=O)N1[C@H](CO)[C@@H](c2ccccc2)[C@H]1CNC(=O)CN1CCOCC1	-7[25 µM]
O=C(Nc1cccc(Cl)c1)N[C@@H]1CC[C@@H](CCNC(=O)C2CCCC2)O[C@H]1CO	-3
O=S(=O)(c1ccc(SCc2ccccc2F)nc1)N1CCCC1	-19
CCN(Cc1ccncc1)C(=O)c1cccs1	3
Cc1nc2c([N+](=O)[O-])c(C)c(C)cc2[nH]1	10
C/C=C/c1ccc(C2[C@H]3CNC[C@@H]2N3C(=O)Nc2cccc(Cl)c2)cc1 (stereo not given in full)	-6&8

Grouped by structure: those above containing a furan ring, fused or not
Molecule	BL2 CD40 inh
O=C(Nc1cccc(S(=O)(=O)N2CCCCC2)c1)C1CC(=O)N(Cc2ccco2)C1 (stereo not given)	8
O=C(c1ccccc1)N1CCC(c2nc3c(nnn3Cc3ccco3)c(=O)[nH]2)CC1	5
CC(C)c1cc(N2CCN(C(=O)c3ccco3)CC2)n2c(nc3ccccc32)c1C#N	-9
Cc1c(C(=O)Nc2ccc(-n3cnnn3)cc2)oc2ccccc12	6

Next section.
Molecule	BL2 CD40 inh
CC(C)(C)C(=O)CN1C(=O)NC2(CCOc3ccccc32)C1=O (stereo not given)	7
CCOc1ccc(/C=N/OCC(=O)NCc2cccs2)cc1	-6
CN(C)C(=O)C[C@H]1C[C@@H]2c3cc(NC(=O)Nc4ccc(F)cc4)ccc3O[C@@H]2[C@@H](CO)O1	-8[25 µM]
COc1ccc(C(=O)COC(=O)CCN2C(=O)C3CC=CCC3C2=O)c(OC)c1 (stereo not given)	6
NC(c1csc(NC(=O)Nc2cccc(Cl)c2)n1)c1ccccc1Cl (stereo not given)	59*
COCC(=O)N1[C@H](C#N)[C@H](c2ccccc2-c2ccc(C)cc2)[C@@H]1CO	-2[25 µM]

Screens as filed in PubChem.
